PI5P4Ka inh: blocks human PI5P4K alpha kinase activity. P48426. PI5P4Kalpha enzyme, ADP-Glo luminescence, 60 min; stronger effect = lower value. max response, %. 330,000 compounds, 1.2% hits; active = max response of -50% or lower; inconclusive = between -30% and -50%; inactive = -30% or higher; note: value at the top dose of about 77 µM; % is set by controls: 0 for no effect and ±100 for the full control effect
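Single end-point luminescence (ADP-Glo) quantified ADP from PI5P4Kalpha turnover; ATP 5 microM final, 1 h at RT, 0.1% CHAPS and 0.28 mM EGTA in HEPES pH 7.4.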
WRN inhibitor: WRN helicase (human) inhibition. AID 651768. WRN helicase unwinding, fluorescent forked duplex, kinetic. Q14191. Potency, µM (titrated, usually from 114 µM), for the others: at the highest dose activity change, negative = inhibition, hits mostly inhibitors. 360,000 compounds, 0.46% hits; note: potency is the fitted concentration of half-maximal effect; % is set by controls: 0 for no effect and ±100 for the full control effect; nearly all actives have a fitted effect of over 55% in size
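Kinetic red-fluorescence monitoring (525/598 nm) tracks WRN helicase activity after 100 nM fluorophore-quencher forked duplex and 2 mM ATP are added to 20 nM enzyme pretreated 15 min at room temperature with compound.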
EPAC1 agonist: agonists of human EPAC1 | EPAC1 agonist qHTS, biochemical assay; response scale: 100% = response to 6.5 mM cAMP | Potency, µM (doses to about 154 µM), for inactives: top-dose activation, usual class: activators | 360,000 compounds, 0.073% hits | AID 720707; note: potency is the fitted concentration of half-maximal effect; nearly all actives have a fitted effect of over 60% in size
Target sequence (O95398 whole entry, looked up): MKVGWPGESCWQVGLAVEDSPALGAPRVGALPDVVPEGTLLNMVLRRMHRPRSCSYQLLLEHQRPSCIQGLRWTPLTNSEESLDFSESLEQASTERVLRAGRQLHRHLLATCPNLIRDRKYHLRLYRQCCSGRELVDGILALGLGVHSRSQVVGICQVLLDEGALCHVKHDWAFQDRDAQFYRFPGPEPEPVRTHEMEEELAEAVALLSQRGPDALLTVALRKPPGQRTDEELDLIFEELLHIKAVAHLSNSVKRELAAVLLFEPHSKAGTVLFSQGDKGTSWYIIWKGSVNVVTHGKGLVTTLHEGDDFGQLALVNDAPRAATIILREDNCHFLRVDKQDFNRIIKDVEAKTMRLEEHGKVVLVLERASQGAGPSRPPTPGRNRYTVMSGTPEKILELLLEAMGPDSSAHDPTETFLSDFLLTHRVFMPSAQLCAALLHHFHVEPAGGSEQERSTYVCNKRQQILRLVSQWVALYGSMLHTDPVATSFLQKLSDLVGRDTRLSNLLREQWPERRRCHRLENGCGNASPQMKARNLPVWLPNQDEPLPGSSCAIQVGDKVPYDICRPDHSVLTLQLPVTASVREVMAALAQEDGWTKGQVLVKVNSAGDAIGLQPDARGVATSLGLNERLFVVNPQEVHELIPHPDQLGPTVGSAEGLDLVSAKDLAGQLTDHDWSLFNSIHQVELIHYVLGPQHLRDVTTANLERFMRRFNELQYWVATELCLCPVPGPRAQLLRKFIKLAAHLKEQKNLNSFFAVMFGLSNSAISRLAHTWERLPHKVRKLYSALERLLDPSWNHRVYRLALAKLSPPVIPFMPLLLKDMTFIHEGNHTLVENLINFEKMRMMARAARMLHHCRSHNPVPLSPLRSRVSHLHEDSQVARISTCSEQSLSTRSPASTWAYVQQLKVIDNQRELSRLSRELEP
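Fluorescent GDP-exchange assay: 100 nM EPAC1 with 250 nM Rap1B preloaded with BODIPY-GDP and 50 uM GDP; compounds tested as concentration series, 5 min at room temperature, then read every 5 min for 30 min (ex 480/em 540 nm); normalized to 6.5 mM cAMP.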
Abeta rescue: compounds reversing amyloid beta toxicity in yeast; yeast expressing A-beta42, growth rescue, OD600, 48 h; response scale: 0% DMSO, 100% iron-clioquinol control; Potency, µM (doses to about 46.1 µM), for inactives: at the top dose growth rescue, most hits filed as activators; 410,000 compounds, 0.063% hits; AID 1347071; note: potency is the fitted concentration of half-maximal effect; nearly all actives have a fitted effect of over 55% in size
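Yeast growth medium received pinned compounds, then yeast cells expressing toxic A-beta were added; plates incubated at 30 C for 48 hr. Growth read as absorbance at 600 nm, normalized to DMSO and equimolar FeCl3 plus clioquinol controls.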
FUS suppressor: rescues growth of FUS-expressing yeast | S. cerevisiae FUS-expressing, growth rescue, OD600, 24 h | 390,000 compounds, 0.24% hits | AID 1347120 | Potency, µM (series often up to 76.6 µM), inactives show at the top dose growth rescue (activation), most hits filed as activators;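 note: potency is the fitted concentration of half-maximal effect; plate controls were DMSO vehicle for no effect and reference control for full effect; nearly all actives have a fitted effect of over 55% in size; some results filed as inactive show a strong effect at the top dose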
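Toxicity suppression screen in FUS-yeast. Cells induced with 2% galactose, starting OD 0.005, treated 24hr at 30C with compounds at multiple final concentrations; growth by OD600.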
EPAC1 antag: EPAC1 (human) antagonism | EPAC1 GEF assay, Rap1b-BODIPY-GDP exchange fluorescence | Potency, µM (series often up to 115 µM), without a hit: at the highest dose activity change, negative = inhibition, most hits filed as inhibitors | 360,000 compounds, 0.14% hits;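 note: potency is the fitted concentration of half-maximal effect; plate controls were vehicle for no effect and positive control for full effect; nearly all actives have a fitted effect of over 50% in size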
PLK1 PBD block: blocks phosphopeptide binding to human PLK1 polo-box domain; Plk1 PBD binding of FITC phosphopeptide, fluorescence polarization; Potency, µM, for the others: max response, negative = inhibition, hits mostly inhibitors; 360,000 compounds, 2.8% hits; AID 720504; note: potency is the fitted concentration of half-maximal effect; series mostly up to about 57 µM; % is set by controls: 0 for no effect and ±100 for the full control effect; nearly all actives have a fitted effect of over 65% in size
IL2 activator: IL-2 activation; activation, % (series mostly up to about 46 µM); 360,000 compounds, 0.065% hits; AID 652025; IL-2 activation reporter assay, cell-based qHTS; stimulated with anti-CD3/CD4/CD28 beads; in transgenic mouse T cells; in the data active = activation above about 50%; inconclusive = mostly about 30% to 49%; note: 0% is about no effect
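Readout: EGFP and DsRed signals by fluorescent plate cytometry. Unstimulated transgenic mouse T cells received compound 60 min before antibody-bead stimulation, then incubated 18 h at 37 degrees C.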
An asterisk follows results filed as active; ? = inconclusive; / = not tested or not shown; & = joins results of further samples; [ ] = another dose, or the depositor's remark. Unless noted, calls come from the whole dose curve; as a rule, active = well fitted curve in the direction sought with a large enough effect; inconclusive = small, poorly fitted or top-dose-only effect, or another doubt; inactive = no such curve, though single readings can be large; an effect the other way counts as inactive or inconclusive.

SMILES	PI5P4Ka inh	WRN inhibitor	EPAC1 agonist	Abeta rescue	FUS suppressor	EPAC1 antag	PLK1 PBD block	IL2 activator
COc1ccc(S(=O)(=O)NCC2CC3C=CC2C3)cc1OC (stereo not given)	-7	-26%	1%	-6%	/	15%	0%	-1.1
CCOC(=O)c1ccc(-c2c(-c3cc(OC)c(OC)c(OC)c3)noc2C)cc1F	9	-7%	-6%	-5%	29%	-11%	-3%	0.2
CCc1ccccc1N(CC(=O)NCCSCc1ccco1)S(C)(=O)=O	/	-8%	12%	-1%	7%	4%	-13%	-0.3
COc1cc(=O)n(C)c2c(O)cccc12	0	-8%	-3%	-4%	-1%	-9%	-8%	0.9
COc1ccc(Cl)cc1Cn1c(C)c(C(=O)NCc2ccc(F)cc2)sc1=O	15	0%[57.1 µM]	11%	28%	?	-16%	-4%	-0.3
COc1ccc(NC(=O)CN(C)C(=O)c2ccc(NS(=O)(=O)c3ccc(F)cc3)cc2)cc1	0	6%	-6%	1%	19%	8%	-5%	1.1
CCOC(=O)N1CCC(NC(=O)C2CCCN(S(=O)(=O)c3cccc4nsnc34)C2)CC1 (stereo not given)	0	-2%	-2%	-16%	5%	4%	-8%	-1.6
CC(=O)c1cccc(NS(=O)(=O)c2csc(C(N)=O)c2)c1	-3	5%	-4%	-2%	-21%	-19%	5%	1.1
CC(C)CN(C(=O)c1cc2ccccc2o1)c1c(N)n(CC(C)C)c(=O)[nH]c1=O	16	-14%	-11%	29%	/	-9%	2%	0.2
CCOC(=O)c1c(NC(C)=O)sc2c1CCCNC2=O	0	4%	-3%	11%	-11%	-14%	-10%	-0.1
COc1cccc(CNC(=O)Cc2ccc(-c3ccccc3)cc2)c1	-1	4%	-16%	7%	4%	-29%	-20%	0.6
O=C(Cc1cccs1)Nc1ccc([N+](=O)[O-])cc1	0	-3%	13%	17%	-5%	-1%	-18%	1.1
Cc1cc(F)ccc1S(=O)(=O)Nc1ncnc2sc3c(c12)CCC3	-18	1%[57.1 µM]	-2%	0%	14%	-25%	17µM*	-0.4
COc1ccc(NC(=O)CSc2ccccc2)cc1S(=O)(=O)N1CCOCC1	-8	-17%	-20%	7%	12%	7%	-15%	-0.4
O=C(CCN(CCO)Cc1ccccc1)Nc1ccc(Br)cc1	/	-4%	11%	5%	24%	-6%	-3%	-0.7
Cc1nc2ccc(C(=O)N3CCC(O)(Cc4ccccc4)CC3)cn2c1N(C)C(=O)CCc1ccccc1	6	-10%	5%	-5%	23%	-15%	3%	-0.5
O=C(C1CCN(S(=O)(=O)c2ccc(F)cc2)CC1)N1CCCC(C(F)(F)F)C1 (stereo not given)	9	-1%	2%	-5%	15%	-2%	-7%	-3.1
Cn1c(SCc2nc3ccccc3[nH]2)nnc1-c1cccnc1	5	0%	5%	21%	17%	-1%	0%	0.9
COc1ccc(NS(=O)(=O)c2ccc(Br)cc2)cn1	6	-3%	-4%	29%	-10%	-13%	1%	-1.9
O=C(Nc1ccc2c(c1)OCCO2)C(c1cc2ccccc2o1)N1CCC(Cc2ccccc2)CC1 (stereo not given)	9	0%	10%	-4%	16µM*	6%	-8%	-0.7
CC1=NN(c2ccccc2)C(=O)C1C=Nc1ccc(N(C)C)cc1 (stereo not given)	-6	-9%	6%	-19%	30%	10%	9%	-6.8
CC1CCCC(NC(=O)COC(=O)c2ccc(Br)o2)C1C (stereo not given)	12	0%	-3%	-6%	-30%	-23%	1%	-0.9
c1cnc(Oc2ccc3oc4ccccc4c3c2)nc1	3	-17%	9%	-31%[inhibitor]	-27%	-9%	-3%	-0.9
Cc1ccc(NC(=S)N2CCN(S(=O)(=O)c3c(F)cccc3F)CC2)cc1C	0	-4%	15%	23%	-18%	-16%	-7%	-2.0
Nc1cc([N+](=O)[O-])ccc1OCc1ccccc1	-2	-5%	1%	-3%	/	-16%	-6%	1.4
CCC(CO)Nc1nc2ccc(Cl)cc2c2ccccc12 (stereo not given)	2	-11%	1%	-13%	32%	?	-6%	-2.6
COCCN1C(=O)CSCC1(C)C(=O)Nc1c(C)cccc1C (stereo not given)	-5	-5%	9%	-18%	-10%	-1%	-1%	1.0
CC(=O)c1cccc(N(C(=O)c2ccccn2)C(C(=O)NC2CCCCC2)c2cccs2)c1 (stereo not given)	/	-1%	4%	13%	3%	9%	-15%	-1.7
O=C(N/N=C/c1ccccc1)c1ccc2c(c1)OCO2	0	1%	3%	-7%	-3%	5%	-7%	1.1
O=C(CSc1ccc2c(c1)OCCO2)N1CCN(c2ccccc2)CC1	-1	-1%	-11%	7%	5%	21%	-9%	-0.4
CC1CCN(c2ccccc2NC(=S)NC(=O)c2cccs2)CC1	35	-14%	12%	15%	-3%	-11%	-3%	0.3
O=C(c1ccc(COc2ccccc2Br)cc1)N1CCCCCC1	3	-9%	20%	-7%	?	0%	-13%	0.1
COc1ccc(/C=C/C(=O)c2ccc3c4c(cccc24)CC3)cc1OC	16	-26%	-3%	17%	/	-9%	2%	-0.7
CC(=O)c1ccc(S(=O)(=O)NCc2ccc(C(=O)N(C)CC(=O)Nc3cccc(F)c3)cc2)cc1	0	6%	1%	-1%	12%	1%	-1%	-5.0
O=C(NCC(=O)N1CCN(c2ncccn2)CC1)c1ccccc1F	1	3%	2%	-3%	-12%	-11%	4%	-0.4
CCN(CC)C(=O)CN1C(=O)c2cccc3cccc1c23	-1	8%	-6%	16%	-11%	-8%	-5%	0.7
O=C(CSc1nnc(-c2ccccc2)n1Cc1ccccc1)NNC(=O)c1ccccc1O	8	-10%	0%	-22%	/	-12%	-9%	-0.1
Cc1sc2nc(COC(=O)c3cccc(OC(F)F)c3)[nH]c(=O)c2c1C	2	-4%	6%	-9%	9%	-4%	-17%	-1.4
Cc1cccc(NC(=O)COc2coc(CN3CCc4ccccc4C3)cc2=O)c1	5	-16%	2%	?	32%	-13%	-6%	-1.4
CCOC(=O)/C(C#N)=C1/C=CNC(=O)N1	/	-11%	8%	-14%	17%	-11%	-16%	0.9
COc1ccc(CCNC(=O)CN2C(=O)COc3ccc(S(=O)(=O)N4CCCC4)cc32)c(OC)c1	0	-3%	8%	-6%&-2%	24%&16%	1%	-5%	0.1
Cc1ccc(C(=O)c2cn[nH]c2-c2ccccc2O)cc1	4	2%	8%	-25%	-1%	-18%	-6%	-0.3
Cc1ccc2nc(Cl)c3nnnn3c2c1	-1	10%	-3%	-87%[inhibitor]	18%	3%	15µM*	-0.6
CC1CCN(C(=O)CSc2ccc(-c3cccnc3)nn2)CC1	-7	-26%	-3%	11%	24%	-16%	-14%	0.6
CCn1c(C(O)c2ccc(C)cc2)nc2ccccc21 (stereo not given)	-4	-25%	8%	0%	10%	-2%	-6%	-0.4
Cc1ccc(CN2CC(N3CCN(C4CCN(C)CC4)CC3)CS2(=O)=O)cc1 (stereo not given)	-18	6%	3%	-15%	-30%	17%	-6%	0.9
C[C@]12CC[C@H](O)CC1=CCC1C2CC[C@@]2(C)C1CCC21OCCO1 (stereo not given in full)	16	5%	3%	-6%	10%	-5%	4%	-0.2
O=c1c2ccccc2ncn1/N=C/c1ccccc1	-7	-4%	4%	-11%	7%	0%	-17%	0.2
O=C(c1cccc(S(=O)(=O)NCc2ccccc2)c1)N1CCCC(C(F)(F)F)C1 (stereo not given)	2	6%	-6%	-7%	21%	-3%	3%	-0.2
Cc1ccc(Nc2nnc(SCC(=O)Nc3ccc(S(=O)(=O)N4CCOCC4)cc3)s2)cc1	-6	-6%	-14%	6%	/	-8%	3%	0.1
O=C(CSc1nnnn1-c1cccc(F)c1)NC1CCCCC1	5	4%	6%	-13%	/	6%	1%	-3.3
COc1ccccc1C(=O)Nc1nc(-c2cccs2)c(NC(C)=O)s1	-5	-3%	6%	9%	30%	0%	-13%	-0.5
OCCNc1nc(-c2ccccc2)c2cc(Br)ccc2n1	1	-2%	-5%	1%	12%	-24%	-11%	-2.7
O=C(CSc1nnc(NC(=O)c2ccccc2F)s1)NCc1ccco1	-12	-29%	-7%	1%	/	-4%	-8%	-2.8
O=C(OCc1ccccc1)N1CCC2CC1c1cc(N3CCN(S(=O)(=O)c4cccc(C(F)(F)F)c4)CC3)ccc12 (stereo not given)	16	-2%	-11%	-8%	21%	?	-6%	-0.1
CC1CC(=O)N(CC(=O)Nc2ccc3c(c2)OCCO3)c2ccccc2S1 (stereo not given)	/	-9%	-8%	-19%	17%	17%	-6%	-2.3
O=C(NCc1cccc(C(F)(F)F)c1)C1C(=O)Nc2ccccc2C(=O)N1Cc1ccccc1 (stereo not given)	9	-4%	-10%	-3%	9%	-27%	-17%	0.0
Cc1nc2c(C#N)c[nH]n2c(=O)c1CCO	?	2%	4%	8%	-20%	7%	9.5µM*	-2.8
CC1(C)CC(=O)C2=C(C1)NC(=O)NC2c1ccc(Cl)cc1 (stereo not given)	-8	8%	6%	15%	24%	17%	-11%	0.6
C/C(=N\OCC(=O)NC(C)C)c1cccs1	4	-4%	-6%	-8%	-46%	18%	0%	1.7
CCCC(O)(CCC)C(=O)NNc1ccccc1	1	-8%	3%	19%	1%	0%	-1%	-0.7
Cc1cc(=O)oc2cc(OCC(=O)OCC(=O)N3CCc4ccccc43)ccc12	2	4%	-13%	14%	5%	1%	-1%	-0.1
O=C(CNS(=O)(=O)c1ccc(Br)cc1)N1CCOCC1	-1	1%	-3%	7%	0%	6%	-2%	-1.4

Some of the entries above, set out differently.
canonical_smiles,PI5P4Ka inh,WRN inhibitor,EPAC1 agonist,Abeta rescue,FUS suppressor,EPAC1 antag,PLK1 PBD block,IL2 activator
CCN(CC)C(=O)CN1C(=O)c2cccc3cccc1c23,-1,8%,-6%,16%,-11%,-8%,-5%,0.7
O=C(CSc1nnc(-c2ccccc2)n1Cc1ccccc1)NNC(=O)c1ccccc1O,8,-10%,0%,-22%,/,-12%,-9%,-0.1
Cc1sc2nc(COC(=O)c3cccc(OC(F)F)c3)[nH]c(=O)c2c1C,2,-4%,6%,-9%,9%,-4%,-17%,-1.4
Cc1cccc(NC(=O)COc2coc(CN3CCc4ccccc4C3)cc2=O)c1,5,-16%,2%,?,32%,-13%,-6%,-1.4
CCOC(=O)/C(C#N)=C1/C=CNC(=O)N1,/,-11%,8%,-14%,17%,-11%,-16%,0.9

Screening data (PubChem BioAssay)

Random draw from the library; about 4.1% have a hit in one of these screens.
